Assay outcomes as filed in PubChem BioAssay.
SIRT5 block: blocks human SIRT5 desuccinylation of peptide; Q9NXA8; Purified SirT5, succinyl-peptide AMC, trypsin-coupled fluorescence; inhibition, % at 15 µM; 330,000 compounds, 1.1% hits; AID 652115; in the data active = inhibition above about 15%
Target sequence (Q9NXA8 whole entry, looked up): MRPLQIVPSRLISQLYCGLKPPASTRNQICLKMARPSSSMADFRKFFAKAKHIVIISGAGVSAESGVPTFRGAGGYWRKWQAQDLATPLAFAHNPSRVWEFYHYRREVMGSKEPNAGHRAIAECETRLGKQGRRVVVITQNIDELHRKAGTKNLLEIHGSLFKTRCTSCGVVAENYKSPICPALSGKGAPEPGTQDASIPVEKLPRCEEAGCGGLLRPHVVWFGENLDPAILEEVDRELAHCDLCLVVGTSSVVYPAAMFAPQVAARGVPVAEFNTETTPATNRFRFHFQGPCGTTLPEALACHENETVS
LGR2 inh: inhibitors of bursicon-induced Drosophila LGR2 receptor cAMP signaling | 380,000 compounds, 0.35% hits | HEK293 LGR2, CRE-luciferase, bursicon-stimulated, 4 h | inhibition, % at 9.99 µM;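 active = drop in luminescence signal, shown as inhibition above about 50% in the replicate tests, limit read from the data, passing the limit was not always enough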;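 note: agonist challenge used bursicon conditioned medium at about half maximal strength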
PGC1a acetyl inh: PGC1a acetylation modulation, inhibitor mode. U2OS PGC1a acetylation, AlphaScreen anti-acetyl-lysine; with virally co-expressed GCN5 acetyltransferase. 350,000 compounds, 0.17% hits. inhibition, % at 15.6 µM;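 active = every replicate shows inhibition of at least 40%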;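 note: 0% = neutral control wells and 100% = positive control wells; some results beyond the cut were filed as inactive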
Xi reactivation: reactivates the inactive X chromosome in mouse fibroblasts | XiGFP mouse fibroblasts, % GFP-positive cells imaging, 3 d; cells co-treated with 5-aza-dC sensitizer; scaled so ellipticine positive control = 100% | activation, % at 7.58 µM | 360,000 compounds, 0.055% hits;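 active = mean normalized replicate activation at least 10% and every replicate at or above 10%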;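 note: 0% = median of on-plate neutral control wells and 100% = ellipticine 6 µM median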
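System: XiGFP fibroblasts, SV40-immortalized. Medium: DMEM plus 5-aza-dC sensitizer. Doses: single point. Timing: 3 d treatment, 15 min room-temperature fixation. Control set: ellipticine 6 µM.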
C2C12 statin: protects C2C12 myotubes from simvastatin toxicity. ATP luminescence, 48 h; scaled: DMSO 0, geranylgeraniol control 100. rescue of ATP level, % at 7.49 µM. 330,000 compounds, 0.78% hits;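 active = mean ATP rescue above about 67%, or every replicate alone reaching that limit, limit read from the data, passing the limit was not always enough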;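 note: myotubes were challenged with 10 µM simvastatin during compound exposure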
S100A4 inh HTS: blocks human S100A4 binding to myosin IIA peptide; P26447; S100A4/TAMRA-MyoIIA peptide fluorescence polarization; inhibition, % at 10.7 µM; 360,000 compounds, 0.14% hits;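 active = mean inhibition of at least 70% across replicates, with every replicate also reaching that level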
Target sequence (P26447 whole entry, looked up): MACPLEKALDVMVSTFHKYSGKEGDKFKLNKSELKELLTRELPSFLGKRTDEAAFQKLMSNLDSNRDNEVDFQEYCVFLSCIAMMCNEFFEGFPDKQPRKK
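Material: human S100A4 monomer with TAMRA-labelled myosin IIA peptide; buffer or medium: HEPES pH 7.2 with CaCl2, KCl, NaCl, DTT, Triton; compound dosing: one concentration per compound; schedule: 5 min incubation before reading; benchmarks: neutral control DMSO, positive control TFP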
ERAP1 HTS inh: blocks human ERAP1 aminopeptidase activity; recombinant ERAP1, Leu-AMC fluorescence, 60 min; Q9NZ08; 340,000 compounds, 0.15% hits; inhibition, % at 10.7 µM;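 active = mean replicate inhibition of at least 30%, or all replicates individually reaching that 30% level; inactive = mean below 30% and not every replicate reaching it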;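 note: 0% = neutral control wells and 100% = L-leucinethiol positive control wells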
Cneo AK release: Cryptococcus neoformans lysis via adenylate kinase release; lysis activity, % at 15 µM; C. neoformans lysis, adenylate kinase release luminescence, 4 h; normalised: neutral wells 0, clomiphene wells 100; 360,000 compounds, 0.2% hits;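 active = mean lysis activity across replicates of at least 80%, whatever share of replicates individually reach that level; inactive = mean lysis activity below 80%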
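Test system: log-phase Cryptococcus neoformans yeast cells; Quantity: yeast cell density of 5 × 10^6 cells/mL; Buffer or medium: YPD; Doses: single compound concentration per well; Timing: 4 h at 37 °C static, read 1 h later; Measured by: AK luminescence; Read-out basis: lysis from increased AK signal; Control set: Clomiphene as positive control.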
* hit, by the source's call; / = not tested or not shown; & = joins results of further samples. This is a subset; the hit share may differ from the screen's.

Values run as follows: LGR2 inh, C2C12 statin, S100A4 inh HTS, ERAP1 HTS inh, PGC1a acetyl inh, Cneo AK release, SIRT5 block, Xi reactivation
- COc1ccc(NC(=O)CSc2nnc3ccc(-c4ccccn4)nn23)cc1OC
    8, -8, -3, 3, /, 0, -2, 0.0
- CCCCn1c(CCNC(=O)c2ccco2)nc2ccccc21
    -4, -1, -6, -2, /, 0, -4, 0.1
- CCCc1nc(NCc2ccccc2)c(C#N)c2c1CCCC2
    11, 8, -1, 1, 1, 0, /, 0.0
- C[C@H](NC(=O)[C@@H]1[C@@H](CO)[C@@H]2Cn3c(ccc(C4=CCCC4)c3=O)[C@@H]2N1C)c1ccccc1
    18, -4, -18, 1, /, -3, -9, 0.1
- CCOC(=O)C(/C(N)=N/C(=O)Nc1ccccc1)=C(\C)O
    12, 7, -1, -8, 5, -1, -1, /
- COc1ccc(NC(=O)Cn2nnc(C(=O)NCc3cccs3)c2N)cc1OC
    -2, -6, 3, 0, -5, -1, -4, 0.1
- O=C(CN1CCN(c2ccc(O)cc2)CC1)Nc1cc([N+](=O)[O-])ccc1Cl
    4, /, -5, 9, /, /, -4, 0.0
- Cc1nn(Cc2ccccc2Cl)c(C)c1NC(=O)c1nc2ncccn2n1
    -12, 2, 5, -1, /, 0, 1, /
- COc1ccccc1NC(=O)C1=C(C)NC(=O)NC1c1ccco1 (configuration not stated)
    -4, -10, -1, -1, /, 2, 3, -0.1
- COc1ccccc1CNC(=O)N1CCN(S(=O)(=O)c2ccccc2)CC1
    18, 6, -10, -5, 3, -4, 0, -0.1
- COc1ccc(C(=O)N/N=C/c2cc3ccccc3[nH]c2=O)cc1
    5, 2, 4, 6, 2, 5, 1, 0.2
- Cc1ccc(/C=C2/SC(=S)N(c3ccc(S(=O)(=O)Nc4nccs4)cc3)C2=O)cc1
    30, /, -7, -2, 0, -3, -1, 0.1
- CCOc1ccccc1CN1CCN(Cc2csc(C(C)=O)c2)CC1CCO (configuration not stated)
    -2, -13, 3, -1, 1, /, 0, 0.0
- Cc1occc1-c1nnc(SCC(=O)Nc2ccc(F)cc2)n1C
    18, 6, 1, -3, /, 1, 0, -0.1
- O=C(C[C@@H]1C/C=C/CCCC(=O)O[C@H](c2ccccc2)CNC1=O)N[C@H](CO)Cc1ccccc1
    19, 8, 1, -6, /, -1, -2, -0.2
- C[C@@H]1CN([C@H](C)CO)C(=O)c2cc(NC(=O)Nc3ccc(F)cc3)ccc2O[C@@H](C)CCCCO[C@H]1CN(C)S(=O)(=O)c1ccc(Cl)cc1
    14, -2, 5&9, 0, -27&-10, -1&0, 7&1, 0.0&0.0
- C[C@H]1CN([C@@H](C)CO)S(=O)(=O)c2ccc(C#CC3CCCC3)cc2O[C@@H]1CN(C)S(C)(=O)=O
    6, -7, 1, 2, -14, -9, 4, -0.6
- Cc1cccnc1C(NC(=O)C1CCN(Cc2ccc(Cl)cc2)CC1)c1ccccc1 (configuration not stated)
    8, 0, -4, 1, -6, 0, -1, 0.0
- CCC(C(=O)NCCCN(CC)Cc1ccccc1)n1nc(C)c2sc3ccccc3c2c1=O (configuration not stated)
    0, -19, 4, 0, 5, 0, -1, 0.2
- CN1CCN(C(=O)C[C@@H]2CC[C@H]3[C@@H](COc4ccc(NC(=O)C5CCCCC5)cc4C(=O)N3C)O2)CC1
    12, -12, -5, 0, 17, -6, 3, 0.3
- COc1ccc(OC)c(S(=O)(=O)N2CCC(C(=O)N3CCOCC3)CC2)c1
    18, 2, -1, -2, -9, -3, -1, 0.0
- CN(Cc1ccccc1)C(=O)COC(=O)Cc1ccc(Cl)cc1
    -14, /, -1, -4, 12, /, -4, 0.2
- C/C=C/c1ccc2c(c1)O[C@H](CN(C)C(=O)C1CCOCC1)[C@H](C)CN([C@H](C)CO)S2(=O)=O
    -15, 26, 19, 0, 4, 2, -3, 5.8
- O=C(CN1C(=O)C2CCCCC2C1=O)Nc1nc2ccc(F)cc2s1 (configuration not stated)
    14, /, -8, 2, /, /, -1, 0.2
- Cc1ccnc(NS(=O)(=O)c2ccc(NC(=O)C(C)(C)C)cc2)n1
    7, -1, -5, 4, 30, /, 4, 0.6
- Cc1ccc(SCC(=O)NCC2CCCO2)cc1 (configuration not stated)
    7, /, -3, -1, /, /, 0, 0.0
- O=[N+]([O-])c1ccc(Cl)c(S(=O)(=O)n2ccnc2)c1
    -10, /, -7, -1, 3, 6, -3, 0.0
- O=C(c1cn(-c2ccccc2)nc1-c1ccccc1)N1CCN(c2ccccn2)CC1
    -24, -6, 1, 4, -4, -9, -1, 0.2
- CCN(CC(=O)Nc1cc(Cl)ccc1C)C(=O)Cc1sc(C)nc1-c1ccc(F)cc1
    0, -4, 1, 1, -12, /, -4, 0.0
- COCCN(CCOC)S(=O)(=O)c1ccc(C(=O)Nc2ccncc2)cc1
    -6, -12, -3, -7, 13, 0, -2, -0.1
- CO[C@@H]1CN(C)C(=O)c2ccc(NS(C)(=O)=O)cc2OC[C@H](C)N(C(=O)CC2CC2)C[C@@H]1C
    -3, 11, 3, 3, -4, 5, -5, 0.3

Three entries from above, arranged by their value in PGC1a acetyl inh, low to high.
compound	PGC1a acetyl inh
C[C@H]1CN([C@@H](C)CO)S(=O)(=O)c2ccc(C#CC3CCCC3)cc2O[C@@H]1CN(C)S(C)(=O)=O	-14
COc1ccc(OC)c(S(=O)(=O)N2CCC(C(=O)N3CCOCC3)CC2)c1	-9
CCOC(=O)C(/C(N)=N/C(=O)Nc1ccccc1)=C(\C)O	5

A second format for 12 compounds above:
Structure	LGR2 inh	C2C12 statin	S100A4 inh HTS	ERAP1 HTS inh	PGC1a acetyl inh	Cneo AK release	SIRT5 block	Xi reactivation
COc1ccc(NC(=O)CSc2nnc3ccc(-c4ccccn4)nn23)cc1OC	8	-8	-3	3	/	0	-2	0.0
CCCCn1c(CCNC(=O)c2ccco2)nc2ccccc21	-4	-1	-6	-2	/	0	-4	0.1
CCCc1nc(NCc2ccccc2)c(C#N)c2c1CCCC2	11	8	-1	1	1	0	/	0.0
C[C@H](NC(=O)[C@@H]1[C@@H](CO)[C@@H]2Cn3c(ccc(C4=CCCC4)c3=O)[C@@H]2N1C)c1ccccc1	18	-4	-18	1	/	-3	-9	0.1
CCOC(=O)C(/C(N)=N/C(=O)Nc1ccccc1)=C(\C)O	12	7	-1	-8	5	-1	-1	/
COc1ccc(NC(=O)Cn2nnc(C(=O)NCc3cccs3)c2N)cc1OC	-2	-6	3	0	-5	-1	-4	0.1
O=C(CN1CCN(c2ccc(O)cc2)CC1)Nc1cc([N+](=O)[O-])ccc1Cl	4	/	-5	9	/	/	-4	0.0
Cc1nn(Cc2ccccc2Cl)c(C)c1NC(=O)c1nc2ncccn2n1	-12	2	5	-1	/	0	1	/
COc1ccccc1NC(=O)C1=C(C)NC(=O)NC1c1ccco1 (configuration not stated)	-4	-10	-1	-1	/	2	3	-0.1
COc1ccccc1CNC(=O)N1CCN(S(=O)(=O)c2ccccc2)CC1	18	6	-10	-5	3	-4	0	-0.1
COc1ccc(C(=O)N/N=C/c2cc3ccccc3[nH]c2=O)cc1	5	2	4	6	2	5	1	0.2
Cc1ccc(/C=C2/SC(=S)N(c3ccc(S(=O)(=O)Nc4nccs4)cc3)C2=O)cc1	30	/	-7	-2	0	-3	-1	0.1
